Screening results (PubChem)
PGC1a acetyl inh: modulators of PGC1a acetylation; U2OS PGC1a acetylation, AlphaScreen anti-acetyl-lysine; with virally co-expressed GCN5 acetyltransferase; inhibition, % at 15.6 µM; hit rate 0.17% among 350,000; AID 651687;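 active = every replicate shows inhibition of at least 40%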;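 also: 0% = neutral control wells and 100% = positive control wells; some results beyond the cut were filed as inactive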
PglD inh: inhibitors of Campylobacter jejuni PglD acetyltransferase. inhibition, % at 12.5 µM. AID 602405. purified PglD enzyme, DTNB colorimetric CoA detection. hit rate 0.098% among 360,000; in the data active = inhibition above about 16%, passing the limit was not always enough; also: strong numbers were not always called active
EWS-Fli block: EWS/Fli transcriptional activity inhibition; inhibition, % at 12.6 µM; hit rate 0.67% among 350,000; AID 651661; A673 NR0B1-luciferase reporter, viability-normalised;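 active = mean inhibition of at least 50% after viability correction, with every replicate also passing that limit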;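 also: firefly luciferase signal divided by Alamar Blue viability fluorescence both relative to DMSO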
LGR2 inh: Drosophila LGR2 receptor signaling inhibition; inhibition, % at 9.99 µM; HEK293 LGR2, CRE-luciferase, bursicon-stimulated, 4 h; hit rate 0.35% among 380,000;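 active = drop in luminescence signal, shown as inhibition above about 50% in the replicate tests, limit read from the data, passing the limit was not always enough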;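 also: agonist challenge used bursicon conditioned medium at about half maximal strength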
S100A4 MyoIIA: inhibitors of human S100A4 binding to myosin IIA peptide; hit rate 0.14% among 360,000; inhibition, % at 10.7 µM; S100A4/TAMRA-MyoIIA peptide fluorescence polarization; AID 652163;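 active = mean inhibition of at least 70% across replicates, with every replicate also reaching that level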
Target sequence (P26447 whole entry, looked up): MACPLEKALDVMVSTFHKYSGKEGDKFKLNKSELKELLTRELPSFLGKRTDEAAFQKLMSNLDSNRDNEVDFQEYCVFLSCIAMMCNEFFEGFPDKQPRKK
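Test system – S100A4 monomer (human) · Compound – single-point compound testing · Schedule – 5 min incubation before reading · Probe or stimulus – TAMRA-labelled myosin IIA heavy-chain peptide probe, 5 nM · Benchmarks – neutral control DMSO, positive control TFP · Medium – Calcium-containing HEPES buffer, pH 7.2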
ERAP1 HTS inh: ERAP1 (human) enzyme inhibition | AID 652197 | recombinant ERAP1, Leu-AMC fluorescence, 60 min | inhibition, % at 10.7 µM | hit rate 0.15% among 340,000;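 active = mean replicate inhibition of at least 30%, or all replicates individually reaching that 30% level; inactive = mean below 30% and not every replicate reaching it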;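 also: 0% = neutral control wells and 100% = L-leucinethiol positive control wells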
Target sequence (Q9NZ08 whole entry, looked up): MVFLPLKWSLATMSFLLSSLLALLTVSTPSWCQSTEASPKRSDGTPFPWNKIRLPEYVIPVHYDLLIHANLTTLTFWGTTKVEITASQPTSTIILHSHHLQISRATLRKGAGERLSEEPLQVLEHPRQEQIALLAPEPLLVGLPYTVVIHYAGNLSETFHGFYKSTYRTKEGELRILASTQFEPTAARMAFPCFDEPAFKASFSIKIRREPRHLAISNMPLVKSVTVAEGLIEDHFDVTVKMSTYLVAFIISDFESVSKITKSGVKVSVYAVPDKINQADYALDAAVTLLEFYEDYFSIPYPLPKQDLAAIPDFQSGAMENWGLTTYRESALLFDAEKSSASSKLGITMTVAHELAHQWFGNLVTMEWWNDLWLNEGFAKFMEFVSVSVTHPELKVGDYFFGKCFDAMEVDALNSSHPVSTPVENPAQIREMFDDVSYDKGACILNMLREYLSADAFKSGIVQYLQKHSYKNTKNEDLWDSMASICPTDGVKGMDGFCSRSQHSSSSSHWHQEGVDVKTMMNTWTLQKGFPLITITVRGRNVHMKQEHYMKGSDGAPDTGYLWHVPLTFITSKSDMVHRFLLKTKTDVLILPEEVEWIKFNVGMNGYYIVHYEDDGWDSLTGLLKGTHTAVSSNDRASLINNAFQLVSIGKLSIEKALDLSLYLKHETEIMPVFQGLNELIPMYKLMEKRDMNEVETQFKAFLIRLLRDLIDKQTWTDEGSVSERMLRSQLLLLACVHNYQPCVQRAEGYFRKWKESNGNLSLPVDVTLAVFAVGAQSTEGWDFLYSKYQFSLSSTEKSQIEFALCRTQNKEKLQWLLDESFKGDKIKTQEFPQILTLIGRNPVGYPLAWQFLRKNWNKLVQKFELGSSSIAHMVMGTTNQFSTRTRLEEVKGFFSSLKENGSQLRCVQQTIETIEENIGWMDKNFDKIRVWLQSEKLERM
FN deposit inh: fibronectin deposition inhibition; hit rate 0.086% among 350,000; AH1F fibroblasts, Alexa488-fibronectin deposition fluorescence, overnight; inhibition, % at 12.6 µM;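 active = mean inhibition across replicates of 30% or more, regardless of how many single replicates reach that level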;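 also: positive control wells lacked labelled fibronectin entirely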
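test system = AH1F fibroblasts assembling fluorescent fibronectin matrix | quantity = 10000 AH1F cells per well | buffer or medium = DMEM plus 2% serum, read in PBS | doses = single dose, pinned | incubation = 1 h cell attachment, overnight exposure to compound and label | detection = fluorescence at 485 nm excitation, 525 nm emission | read-out basis = inhibition from reduced deposited-fibronectin fluorescence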
PAX8 inh HTS: lowers PAX8-driven luciferase in RMG-I cells | RMG-I TPO-luciferase reporter, SteadyGlo, 24 h | inhibition, % at 12.6 µM | hit rate 1.2% among 360,000 | AID 652154;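 active = mean replicate inhibition at least 60% with every replicate also reaching 60%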;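 also: luciferase light reporting Pax8 driven TPO promoter activity; plate controls were median of neutral control wells for no effect and mitoxantrone controls for full effect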
The depositor's hits bear a star; & = joins results of further samples.

`O=C(C[C@H]1C[C@@H]2c3cc(NC(=O)Nc4ccccc4)ccc3O[C@@H]2[C@@H](CO)O1)NC1CCCC1` gave PGC1a acetyl inh -5.2, PglD inh 1.1, EWS-Fli block -3.2, LGR2 inh -10.1, S100A4 MyoIIA 10.7, ERAP1 HTS inh -0.8, FN deposit inh -0.1 and PAX8 inh HTS 1.5.
For CCNC(=S)N1CCCC(C(N)=O)C1 (stereo not given) the results were EWS-Fli block 7.1, LGR2 inh -1.6, S100A4 MyoIIA -1.5, ERAP1 HTS inh 3.7, FN deposit inh 3.6 and PAX8 inh HTS 7.3.
COC(=O)c1ccc(Cn2c(C)c(C(=O)NCc3cccs3)sc2=O)o1 was read as PglD inh -5.1, EWS-Fli block -10.5, LGR2 inh 20.0, S100A4 MyoIIA -0.3, ERAP1 HTS inh 0.2, FN deposit inh 3.3 and PAX8 inh HTS 14.5.
O=C(CSc1ccc(-c2ccc(-n3cccn3)cc2)nn1)Nc1ccc([N+](=O)[O-])cc1 was read as PGC1a acetyl inh -10.3, PglD inh 0.7, EWS-Fli block -51.0, LGR2 inh -21.5, S100A4 MyoIIA -4.3, ERAP1 HTS inh 1.1, FN deposit inh 6.6 and PAX8 inh HTS -28.5.
CC(C)(C)C(CN1CCCC1)OC(=O)c1ccccc1 (stereo not given) was read as PGC1a acetyl inh 6.3, PglD inh -1.4, EWS-Fli block -14.6, LGR2 inh 7.4, S100A4 MyoIIA -0.4, ERAP1 HTS inh -1.4, FN deposit inh -2.6 and PAX8 inh HTS -9.5.
For COCC(=O)N1CCC(Oc2ccc(C(=O)NC(C)c3csc(C)n3)cc2)CC1 (stereo not given) the results were PGC1a acetyl inh 1.3, PglD inh 2.3, LGR2 inh -13.6, S100A4 MyoIIA -2.6, ERAP1 HTS inh -5.0, FN deposit inh -1.7 and PAX8 inh HTS -1.8.
Cc1ccccc1OCC(=O)Nc1ccc(S(=O)(=O)Nc2ccccn2)cc1 was read as PGC1a acetyl inh 0.3, PglD inh -0.2, LGR2 inh -5.7, FN deposit inh -5.5 and PAX8 inh HTS 1.0.
`CCCC(C)C(=O)Nc1ccc(S(=O)(=O)N2CCCC2)cc1` (stereo not given) gave PGC1a acetyl inh 2.7, PglD inh 3.4, EWS-Fli block -3.2, LGR2 inh -19.0, S100A4 MyoIIA -3.5, ERAP1 HTS inh 1.9, FN deposit inh 3.5 and PAX8 inh HTS -7.8.
For COc1ccc(OC)c(C=NNC(=O)c2ccc(NS(=O)(=O)c3cccs3)cc2)c1 the results were PGC1a acetyl inh 3.1, PglD inh 0.8, EWS-Fli block 5.3, LGR2 inh -20.4, S100A4 MyoIIA -2.7, ERAP1 HTS inh -2.9, FN deposit inh 7.9 and PAX8 inh HTS 11.2.
COc1ccccc1CN1C[C@@H](C)[C@H](OC)CN(C)C(=O)c2ccc(NC(C)=O)cc2OC[C@H]1C was read as PGC1a acetyl inh 11.6, PglD inh -2.6, EWS-Fli block 0.3, LGR2 inh 5.5, S100A4 MyoIIA -53.9, ERAP1 HTS inh 3.9, FN deposit inh 9.6 and PAX8 inh HTS -4.6.
For COCCN(CCOC)S(=O)(=O)c1ccc(C(=O)Nc2c(C)n(C)n(-c3ccccc3)c2=O)cc1 the results were PGC1a acetyl inh 6.4, PglD inh 2.1, EWS-Fli block -0.1, LGR2 inh 1.6, S100A4 MyoIIA 5.6, FN deposit inh 1.1 and PAX8 inh HTS -29.4.
CN(C)CCNc1ncnc2sc(-c3ccccc3)cc12 was read as PGC1a acetyl inh 6.8, PglD inh -5.6, EWS-Fli block -13.8, LGR2 inh 12.1, S100A4 MyoIIA -3.6, ERAP1 HTS inh 2.9, FN deposit inh 5.6 and PAX8 inh HTS -47.5.

Fetched by structure from the entries so far:
CN(C)CCNc1ncnc2sc(-c3ccccc3)cc12 was read as PGC1a acetyl inh 6.8, PglD inh -5.6, EWS-Fli block -13.8, LGR2 inh 12.1, S100A4 MyoIIA -3.6, ERAP1 HTS inh 2.9, FN deposit inh 5.6 and PAX8 inh HTS -47.5.
COc1ccccc1CN1C[C@@H](C)[C@H](OC)CN(C)C(=O)c2ccc(NC(C)=O)cc2OC[C@H]1C was read as PGC1a acetyl inh 11.6, PglD inh -2.6, EWS-Fli block 0.3, LGR2 inh 5.5, S100A4 MyoIIA -53.9, ERAP1 HTS inh 3.9, FN deposit inh 9.6 and PAX8 inh HTS -4.6.

New compounds follow.
O=c1cc(COn2nnc3ccc(C(F)(F)F)cc32)nc2sccn12 was read as PGC1a acetyl inh -9.1, PglD inh 8.2, FN deposit inh 2.5 and PAX8 inh HTS 25.9.
For Cc1ccccc1CSCc1nc(N)nc(Nc2ccccc2C)n1 the results were PGC1a acetyl inh 2.5, EWS-Fli block -42.5, LGR2 inh -43.4, S100A4 MyoIIA -2.0, ERAP1 HTS inh 13.9, FN deposit inh -4.6 and PAX8 inh HTS -111.2.
`COc1cccc(OCc2cc(C(=O)NCc3cnc4ccccn34)no2)c1` gave PGC1a acetyl inh 37.0, PglD inh -0.4, EWS-Fli block 8.0, LGR2 inh -0.7, S100A4 MyoIIA -10.4, ERAP1 HTS inh 0.2, FN deposit inh -6.8 and PAX8 inh HTS -2.2.
`N#Cc1ccccc1NC(=O)COc1ccc2c(c1)OCO2` gave PGC1a acetyl inh 4.1, PglD inh -2.3, EWS-Fli block -69.1, LGR2 inh -48.9, S100A4 MyoIIA -0.6, ERAP1 HTS inh -0.1, FN deposit inh 5.1 and PAX8 inh HTS -113.9.
`Cc1ccc(-c2ccc([C@H]3[C@@H](CO)N4CCCCN(Cc5ccccn5)C[C@H]34)cc2)cc1` gave PGC1a acetyl inh -13.3, PglD inh -3.2, EWS-Fli block -23.4, LGR2 inh -35.9, S100A4 MyoIIA -1.3 and PAX8 inh HTS -72.6.
For O=C(C[C@@H]1C=C[C@H](NC(=O)CC2CC2)[C@@H](CO)O1)NCc1ccc(Cl)cc1 the results were PGC1a acetyl inh -1.1, PglD inh 5.1, EWS-Fli block -22.1, LGR2 inh -4.0, S100A4 MyoIIA 7.9, ERAP1 HTS inh -6.8 and PAX8 inh HTS 6.0.
Screening O=C(NC(N1CCOCC1)C(Cl)(Cl)Cl)c1ccc(F)cc1 (stereo not given) returned EWS-Fli block 2.3, LGR2 inh 3.5, S100A4 MyoIIA -6.2, ERAP1 HTS inh -0.4, FN deposit inh 1.0 and PAX8 inh HTS 1.3.
Screening Cc1cccc(N(CC(=O)N2CCCCCC2)S(C)(=O)=O)c1C returned PGC1a acetyl inh -27.3, PglD inh -0.6, EWS-Fli block 0.7, LGR2 inh -12.6, S100A4 MyoIIA 0.9, ERAP1 HTS inh -0.9, FN deposit inh -6.5 and PAX8 inh HTS -10.1.
Screening COC(C(=O)Nc1ccccc1C(=O)N1CCOCC1)c1ccccc1 (stereo not given) returned PGC1a acetyl inh 0.5, PglD inh -1.2, LGR2 inh -13.8, S100A4 MyoIIA -1.0, ERAP1 HTS inh 1.7 and FN deposit inh -10.5.
`Cc1ccc(CNC(=O)C2CC3Cn4c(nc5ccccc54)C3N2C)o1` (stereo not given) gave PGC1a acetyl inh 2.9, PglD inh 3.2, EWS-Fli block -3.0, LGR2 inh -12.2, S100A4 MyoIIA -15.8, ERAP1 HTS inh 1.7, FN deposit inh 21.7 and PAX8 inh HTS 2.8.
CC(=O)N1c2ccc(S(=O)(=O)NCCC(=O)Nc3ccc(C)c(Cl)c3)cc2CC1C (stereo not given) was read as PGC1a acetyl inh 6.1, PglD inh -6.3, EWS-Fli block 8.9, LGR2 inh -0.3, S100A4 MyoIIA -2.2, ERAP1 HTS inh -1.8, FN deposit inh 9.5 and PAX8 inh HTS 7.7.
C[C@@H]1CN([C@H](C)CO)C(=O)Cc2cc(NC(=O)CCC(F)(F)F)ccc2O[C@@H]1CN(C)Cc1ccc(Cl)c(Cl)c1 was read as PGC1a acetyl inh -36.5, PglD inh -2.2, EWS-Fli block -3.3, LGR2 inh 14.0, S100A4 MyoIIA -7.0 and ERAP1 HTS inh 1.4.
NNC(=O)Cc1cc(=O)[nH][nH]1 was read as PGC1a acetyl inh 7.8, PglD inh -3.0, EWS-Fli block -1.4, LGR2 inh -1.8, S100A4 MyoIIA -1.8, ERAP1 HTS inh -0.8, FN deposit inh 0.7 and PAX8 inh HTS -11.5.
For Cc1ccc(-c2c(C(=O)N3CCOCC3)oc(=O)c3ccccc23)cc1 the results were PglD inh -2.0, EWS-Fli block -4.8, LGR2 inh -1.0, S100A4 MyoIIA -1.7, FN deposit inh -8.7 and PAX8 inh HTS -9.0.
Screening CCCOc1c(Br)cc(C(=O)OCc2cc(=O)n3ccsc3n2)cc1OC returned PGC1a acetyl inh 3.1, PglD inh -2.7, EWS-Fli block 46.1, LGR2 inh -3.8, S100A4 MyoIIA -4.6, ERAP1 HTS inh -2.0, FN deposit inh -3.0 and PAX8 inh HTS -1.0.
O=C(COC(=O)c1nc(Cl)ccc1Cl)NCc1cccs1 was read as EWS-Fli block -7.0, LGR2 inh 1.9, S100A4 MyoIIA -4.7, ERAP1 HTS inh 0.1, FN deposit inh -3.0 and PAX8 inh HTS -4.8.
For COc1ccccc1-c1cn(CC[C@H]2CC[C@H](NC(=O)C3CCOCC3)[C@H](CO)O2)nn1 the results were PGC1a acetyl inh 3.9, PglD inh -1.2, EWS-Fli block -2.9, LGR2 inh 0.2, S100A4 MyoIIA 2.0, ERAP1 HTS inh 0.5 and PAX8 inh HTS 15.3.
For Cc1ccc(S(=O)(=O)Nc2nc(C)c(C(=O)NNS(=O)(=O)c3ccccc3)s2)cc1 the results were PGC1a acetyl inh 8.0, PglD inh -2.0, EWS-Fli block 6.6, LGR2 inh -0.7, S100A4 MyoIIA -0.3, ERAP1 HTS inh -2.8, FN deposit inh 7.0 and PAX8 inh HTS 5.1.
COc1cc(-c2[nH]ncc2CN2CCCC2c2nonc2C)cc(OC)c1OC (stereo not given) was read as EWS-Fli block 11.3, LGR2 inh 3.5, S100A4 MyoIIA 2.2, ERAP1 HTS inh -1.5, FN deposit inh -7.7 and PAX8 inh HTS 4.3.
`Cc1ccc(C(O)c2ncc(-c3cccc4ccccc34)[nH]2)c(C)c1` (stereo not given) gave PglD inh 0.2, EWS-Fli block 8.5, LGR2 inh -29.2, S100A4 MyoIIA -2.4, ERAP1 HTS inh -2.2, FN deposit inh -12.8 and PAX8 inh HTS 23.1.
For OCCN1CCN(C(=S)Nc2cccc(C(F)(F)F)c2)CC1 the results were PGC1a acetyl inh 37.7&-14.6, PglD inh 4.9, EWS-Fli block 1.0&4.9, LGR2 inh 13.1&-5.0, S100A4 MyoIIA 1.6&14.5, ERAP1 HTS inh 1.5&-0.8, FN deposit inh -1.1&-1.5 and PAX8 inh HTS 20.9.
CC(C)(C)n1nc2c(c1NC(=O)c1cc3ccccc3o1)CS(=O)(=O)C2 was read as PGC1a acetyl inh 4.4, PglD inh -1.3, EWS-Fli block 1.9, LGR2 inh 6.5, S100A4 MyoIIA 1.5, ERAP1 HTS inh 2.9, FN deposit inh -2.6 and PAX8 inh HTS 5.6.
Screening CNS(=O)(=O)c1cccc(C(=O)OCC(=O)N2CCCC2)c1 returned PglD inh -0.3, EWS-Fli block -2.9, LGR2 inh 18.1, S100A4 MyoIIA 1.4, ERAP1 HTS inh 3.7, FN deposit inh 1.2 and PAX8 inh HTS -4.0.
O=C1c2ccccc2NC(c2ccc(-c3ccc(F)cc3)o2)N1O (stereo not given) was read as PglD inh -1.6, EWS-Fli block -79.9, LGR2 inh -31.7, S100A4 MyoIIA -1.4, ERAP1 HTS inh -0.1, FN deposit inh 0.2 and PAX8 inh HTS -172.4.
